# SENP1 FRET inh = inhibitors of human SENP1 SUMO protease catalytic domain | Q9P0U3 | recombinant SENP1 catalytic domain, CyPet-SUMO1-YPet FRET cleavage | inhibition, % at 10 µM | 0.21% of 360,000 active | AID 624204;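 active means inhibition at least 30% at 10 µM, raw YFP signal under a set limit, fluorescence ratio 0.5 to 1.5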;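 further: 0% = enzyme with DMSO and 100% = no enzyme wells; some results filed as inactive read as strong as hits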
# Target sequence (Q9P0U3 419-644 limits assumed): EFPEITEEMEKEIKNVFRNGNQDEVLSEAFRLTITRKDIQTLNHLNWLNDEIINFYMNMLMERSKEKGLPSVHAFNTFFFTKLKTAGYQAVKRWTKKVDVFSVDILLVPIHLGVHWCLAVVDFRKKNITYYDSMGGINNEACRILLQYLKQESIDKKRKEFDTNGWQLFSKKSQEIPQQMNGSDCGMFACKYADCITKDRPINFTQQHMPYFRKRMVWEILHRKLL
#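 material = recombinant human SENP1 catalytic domain, His6-tagged | quantity = 20 pM enzyme | reagent = 25 nM SUMO1 FRET substrate | compound dosing = 10 µM single point, 0.5% DMSO | timing = 50 min enzyme reaction, room temperature, light-protected | detection = FRET, CFP and YFP emission | control set = no-enzyme low, enzyme-DMSO high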
# SENP8 inh = inhibitors of human SENP8 protease; recombinant SENP8, Nedd8 substrate fluorescence; inhibition, % at 20 µM; 0.64% of 360,000 active; AID 602440; in the data active means inhibition mostly above about 40%, no sharp cut-off; inactive means mostly below about 27%
# Target sequence (Q96LD8 whole entry, looked up): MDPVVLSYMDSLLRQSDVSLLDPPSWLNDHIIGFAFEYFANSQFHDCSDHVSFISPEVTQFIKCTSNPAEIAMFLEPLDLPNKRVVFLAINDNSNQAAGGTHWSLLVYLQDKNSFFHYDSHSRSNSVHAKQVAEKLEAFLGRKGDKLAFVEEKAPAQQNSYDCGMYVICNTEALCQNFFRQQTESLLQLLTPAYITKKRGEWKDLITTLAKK
# Starred values were filed as active, the others as inactive; i = inactive.
SENP1 FRET inh,SENP8 inh,Compound
1.8,21.8,O=C(NCc1cccc(C(F)(F)F)c1)c1[nH]c(C(F)(F)F)nc1-c1ccccc1
-0.3,23.1,CCCC(=O)N1CCC1(C)C(=O)NCc1ccc(SC)cc1 (stereo not drawn)
-2.0,7.9,Cc1c(C(=O)NCc2cccc(C(F)(F)F)c2)sc(=O)n1Cc1ccc(S(=O)(=O)N(C)C)cc1
2.0,12.2,Cc1cccc(C)c1NC(=O)C1(C)CCC(=O)N1C1CCN(Cc2ccccc2)CC1 (stereo not drawn)
-0.5,6.4,CCCOc1ccc(F)cc1-c1cc(C(=O)NCc2cccc(C(F)(F)F)c2)[nH]n1
-1.4,8.8,O=C(NC(c1ccc(-c2ccccc2)cc1)c1cnccn1)C1CCN(Cc2ccc(Oc3ccccc3)cc2)CC1 (stereo not drawn)
-5.7,-226.8,N#Cc1ccc(C(C(=O)Nc2ccc3c(c2)OCCO3)n2c(=O)c(-c3ccco3)nc3ccccc32)cc1 (stereo not drawn)
0.5,24.6,CCCNC(=O)N[C@H]1C=C[C@H](CC(=O)NC2CCCCC2)O[C@@H]1CO
-7.5,-404.6,CC(=O)Nc1cccc(-c2cc(N3CCN(CCO)CC3)n3nccc3n2)c1
-0.1,26.4,C=CCOC(=O)Nc1nc(CCNC(=O)OCc2ccccc2)c(C(=O)O)s1
1.8,24.5,CCCCCCN1CCN(C2CN(Cc3cn(Cc4cccc(Cl)c4)nn3)S(=O)(=O)C2)CC1 (stereo not drawn)
-1.1,19.1,Cn1cc([C@]2(O)C(=O)Nc3ccc(F)cc32)c2ccccc21
-0.6,7.0,CCCCn1nnnc1C(c1ccccc1)N1CCN(C(=O)c2ccco2)CC1 (stereo not drawn)
0.6,-51.5,CCC(=O)N1CCC(C)(C(=O)Nc2nccc3ccccc23)C1 (stereo not drawn)
-2.0,-449.1,COc1cccc(-c2cnc3c(NC(C)=O)cc(-c4cccc(C(=O)N(C)C)c4)cn23)c1
-0.9,-122.2,O=C(O)c1[nH]c(-c2ccccc2)c2c1C(=O)N(C1CC1)C2=O
-2.8,-274.7,COc1ccc(-c2ccc(C(=O)NCc3ccc(F)c(F)c3)c3occc23)c(C)c1
1.2,9.8,CC(C)C[C@H]1CN([C@@H](Cc2ccccc2)CN2CCC[C@@H]2CN2C(=O)C(=O)NC[C@@H]2Cc2ccc(O)cc2)C(=O)C(=O)N1CCc1ccccc1
-1.7,13.7,CCCCCCCCN1C(=O)[C@H](CC(=O)NCCc2ccccc2OC)C[C@@]2(C(=O)OCC)CCC=C12
0.1,9.5,C[C@@H]1O[C@H](CCc2cccc(Cl)c2)CC2=C1C(=O)OC(C)(C)O2
-11.5,-361.5,Cn1ccc2c(-c3ccc(C(N)=O)cc3)cc3c(c21)C1CCC3O1 (stereo not drawn)
0.4,6.5,CCCCN1C(=O)C(CC(=O)NCCCCc2ccccc2)CC(C(=O)N2CCCCCC2)=C1C (stereo not drawn)
-3.8,-8.0,CCCCNC(=O)C1c2ccccc2OCC(=O)N1Cc1ccccn1 (stereo not drawn)
0.4,7.9,Cc1ccc(C(O)c2ncc(-c3ccccc3)[nH]2)c(C)c1 (stereo not drawn)

# Some of these compounds in order of SMILES length, smallest number first.
SENP1 FRET inh,SENP8 inh,Compound
0.4,7.9,Cc1ccc(C(O)c2ncc(-c3ccccc3)[nH]2)c(C)c1 (stereo not drawn)
0.1,9.5,C[C@@H]1O[C@H](CCc2cccc(Cl)c2)CC2=C1C(=O)OC(C)(C)O2
-2.8,-274.7,COc1ccc(-c2ccc(C(=O)NCc3ccc(F)c(F)c3)c3occc23)c(C)c1
0.4,6.5,CCCCN1C(=O)C(CC(=O)NCCCCc2ccccc2)CC(C(=O)N2CCCCCC2)=C1C (stereo not drawn)
-1.7,13.7,CCCCCCCCN1C(=O)[C@H](CC(=O)NCCc2ccccc2OC)C[C@@]2(C(=O)OCC)CCC=C12

# (list continues)
SENP1 FRET inh,SENP8 inh,Compound
-1.1,-109.6,COc1cccc(CNc2nc3cc(-c4ccccc4)sc3c(=O)n2C)c1OC
4.1,i,C=C(C)Cn1c2ccc(NC(=O)CCOCC)cc2c(=O)n1C
21.5,-43.9,COc1ccccc1Cc1c(-c2ccc(C#N)cc2)nc2ccc(Br)cn12
1.7,4.5,COc1cccc(C(=O)N2CCC[C@H]2C(=O)N2CCC[C@H]2C(=O)NCc2ccc(F)cc2F)c1
1.1,19.1,CCC(=NNc1ccc([N+](=O)[O-])cc1[N+](=O)[O-])c1ccccc1
1.3,7.6,COc1ccc(C(C)(NC(C)=O)c2nc(-c3ccncc3)cs2)cc1 (stereo not drawn)
-2.1,-28.9,Cc1noc(C)c1-c1ccc(C(=O)Nc2cccc(C(F)(F)F)c2)c2occc12
1.5,17.1,CCc1ccc(C(O)c2ncc(-c3ccc(C(F)(F)F)cc3)[nH]2)cc1 (stereo not drawn)
-2.1,5.1,COc1cc(C(O)c2nc(-c3cncnc3)cs2)ccc1F (stereo not drawn)
1.0,-1.0,CC(C)COC(=O)N1CCCCC1c1cc(C(=O)NCc2cccnc2)no1 (stereo not drawn)
3.3,-419.0,Cc1csc(-c2nc3ccccc3n2C(C)c2nc3ccccc3[nH]2)c1 (stereo not drawn)
2.2,6.9,O=C(NCc1cccc(C(F)(F)F)c1)c1csc([C@@H]2C[C@H](O)[C@@H](CO)O2)n1
-5.8,-0.4,COCCNc1nc(NCc2cnc(C)cn2)c2sccc2n1
-6.7,-37.3,O=C(Nc1ccc2c(c1)OCCO2)C1c2ccccc2OCC(=O)N1Cc1ccccn1 (stereo not drawn)
0.7,-36.3,CC(=O)NCCNc1nc2cc(-c3cnn(CCC(C)C)c3)sc2c(=O)n1C
1.7,15.7,COc1cccc(CNC(=O)[C@@H]2CCCN2C(=O)[C@H]2CCCCN2C(=O)c2c(F)cccc2F)c1
-4.8,14.7,COc1ccc(C(C)C)cc1-c1cc(C(=O)NCc2cc(C(F)(F)F)cc(C(F)(F)F)c2)[nH]n1
2.3,22.1,CCCS(=O)(=O)NC(=O)C1(C)CCN(C(=O)c2ccc(C(F)(F)F)cc2)C1 (stereo not drawn)
-2.0,19.0,Cc1cccc(C)c1NC(=O)C1(C)CN(S(C)(=O)=O)CC(=O)N1CCc1c[nH]c2ccccc12 (stereo not drawn)
-1.6,9.6,CC(=O)NC(c1ccccc1)c1nc(-c2csc3ccccc23)cs1 (stereo not drawn)
0.2,1.1,Cc1cccc(C)c1-n1nnnc1C1(C)CCC(=O)N1CCCN1CCOCC1 (stereo not drawn)
-16.9,-19.8,C/C=C/c1cccc(-c2nc(C(=O)NC3CCCC3)cc3c2[C@@H](CCO)N(S(=O)C(C)(C)C)C3)c1 (stereo partly drawn)
1.1,9.2,CC(C)(C)C(C(=O)NCc1ccccc1)N1CCN(CCN2CCOCC2)CC1 (stereo not drawn)
-3.3,1.8,CCCCOCCCNC(=O)C[C@@H]1C[C@@]2(C(=O)OC)CCCCC=C2N(Cc2ccco2)C1=O
-1.8,1.7,CCc1nc2ccc(C(=O)NCCCN3CCCC3=O)cn2c1N(CC)Cc1cccc(Br)c1
2.2,4.1,CSc1ccc(Cn2c(C)c(C(=O)NCc3ccc4c(c3)OCO4)sc2=O)cc1
2.6,7.2,CC1(C(=O)NS(=O)(=O)c2ccc(Br)cc2)CCN1C(=O)CCc1cccs1 (stereo not drawn)
1.0,-171.3,O=C(OCCO)c1c(-c2ccccc2)oc2c1C(OCCO)CCC2 (stereo not drawn)
0.9,11.4,CCc1c(-c2ccc(Br)cc2)ncn1Cc1cccc(-c2ccccc2)c1
-0.9,17.8,COC(=O)C[C@H]1CC[C@@H](NC(=O)Nc2c(C)noc2C)[C@@H](CO)O1
2.9,15.5,O=C1c2ccccc2C(c2nnnn2C2CCCCC2)N1CCc1ccc(O)cc1 (stereo not drawn)
-1.6,i,CCOc1ccccc1-c1cnc(NC)cn1
-0.4,1.2,CCOC1=C2CN(S(=O)(=O)c3ccc(C)cc3)[C@H](c3ccccc3)C[C@H]2[C@H]2C(=O)N(c3ccccc3)C(=O)[C@H]2C1
3.0,10.5,CC1(C)Cc2cccc(OC(=O)NC3CCCCC3)c2O1
2.3,15.1,O=C(/C=C/[C@H]1O[C@@H](n2ccc(=O)[nH]c2=O)[C@H](O)[C@@H]1O)NCc1ccco1
1.5,8.6,Cc1noc(C)c1C(=O)N1CCC1(C)C(=O)NS(=O)(=O)c1cccc(OC(F)F)c1 (stereo not drawn)
-4.9,9.0,CCC(c1nnnn1C1CCCC1)N1CCN(C/C=C/c2ccccc2)CC1 (stereo not drawn)
-0.6,-498.7,CNc1cnc(-c2ccc(F)c(F)c2F)cn1
-0.2,-214.6,CS(=O)(=O)c1ccc(Nc2nc(C(N)CCc3ccccc3)cs2)cc1 (stereo not drawn)
-4.6,20.1,CCc1nc2ccc(C(=O)Nc3cccc(OCC(=O)N(C)C)c3)cn2c1N(C)C(=O)c1ccncc1
-6.3,-358.6,COc1ccc(-c2cc(NC(C)=O)c3ncc(-c4cc(OC)c(OC)c(OC)c4)n3c2)cn1
3.5,6.5,CC(=O)c1ccc(OCc2nnn(CC(=O)NS(=O)(=O)c3ccc(C)cc3)c2-c2ccccc2)cc1
-1.1,2.9,OC(c1cccc(F)c1)c1ncc(-c2ccc(Oc3ccccc3)cc2)[nH]1 (stereo not drawn)
0.4,12.1,CCOC(=O)C(=O)N(C)c1c(CC)nc2c(OCc3cccc(Cl)c3)cccn12
-13.3,-328.1,O=C1CCCC2=C1C1(CCCC1)N=C(Nc1nc3cc(-c4ccccc4)ccc3o1)N2
2.0,20.1,COc1cc(C=C2C(=O)C=CC2=O)ccc1O
-0.1,3.3,C=CCC[C@H](CCCCC)OC(=O)/C=C/[C@H](O)[C@@H](O)C[C@H](O)CC=C
2.5,15.8,CCOC(=O)[C@]12CCCC=C1N(Cc1ccc3c(c1)OCO3)C(=O)[C@H](CC(=O)NCc1ccc(OC)c(OC)c1)C2

# Reprinted at random: 2 entries already listed
SENP1 FRET inh,SENP8 inh,Compound
-13.3,-328.1,O=C1CCCC2=C1C1(CCCC1)N=C(Nc1nc3cc(-c4ccccc4)ccc3o1)N2
0.4,12.1,CCOC(=O)C(=O)N(C)c1c(CC)nc2c(OCc3cccc(Cl)c3)cccn12

# Further results.
SENP1 FRET inh,SENP8 inh,Compound
1.3,15.1,COc1ccc(CN2C(=O)CN(S(C)(=O)=O)CC2(C)C(=O)NCc2ccccc2)cc1OC (stereo not drawn)
0.9,-6.3,CCOC(=O)C1(C)CCN1C(=O)c1cccc2ccccc12 (stereo not drawn)
0.4,10.1,CC1(C(=O)Nc2cccc(NS(C)(=O)=O)c2)Cc2c(-c3ccc(C(N)=O)cc3)ccnc2O1 (stereo not drawn)
-0.7,8.2,O=C(NCCc1ccccc1)c1cc(S(=O)(=O)N2CCCCC2)c[nH]1
-8.8,-43.3,COCCNC(=O)c1cc2c(c(-c3cccc(C#Cc4ccc(OC)c(OC)c4)c3)n1)[C@H](CCO)N(S(=O)C(C)(C)C)C2 (stereo partly drawn)
0.2,-1.7,CCCNC(=O)C1(C)CCN(Cc2noc(-c3ccccc3OC)n2)C1 (stereo not drawn)
0.4,17.4,COc1cccc(C=C(C(C)=O)C(=O)c2ccccc2)c1
2.0,7.6,CC1(c2nnnn2Cc2ccccc2)CCC(=O)N1Cc1cccnc1 (stereo not drawn)
1.5,5.0,O=C(NCc1ccccc1)C1c2ccccc2OCC(=O)N1Cc1ccccc1 (stereo not drawn)
0.8,8.8,CC(=O)Nc1cccc(Nc2cc(C)nn2C)c1
-0.7,18.6,COc1ccc(OC)c2c1CCC1(C2)NC(=O)NC1=O (stereo not drawn)
2.2,19.2,COc1ccc(NC(=O)C2(C)Cc3c(-c4cccc(NC(C)=O)c4)ccnc3O2)cc1 (stereo not drawn)
1.3,7.3,COc1cc(C(=O)N2CCCCC2c2cc(C(=O)NCc3cccnc3)no2)cc(OC)c1C (stereo not drawn)
1.5,11.4,Cc1nc(C(F)(F)F)ccc1C(=O)N1CCCCCC1(C)C(=O)NCC(C)C (stereo not drawn)
1.1,-11.4,Cc1cc(C)cc(CC(=O)N2CCC2(C)C(=O)NS(=O)(=O)c2ccccc2)c1 (stereo not drawn)
3.4,9.6,COC(=O)C[C@H]1CC[C@@H](NC(=O)Nc2cccc(OC)c2)[C@@H](CO)O1
0.9,11.6,O=C1NC[C@@H](CCCCN2CCN(CC3CCCCC3)C(=O)C2=O)N(CCC2CCCCC2)C1=O
-39.0,-51.6,C[C@H]1[C@@H](Cc2cc(Cl)cc(Cl)c2)N(c2ccccc2)c2ccccc2CN1Cc1ccccc1
2.0,9.0,CC(=O)C1=CCC(c2cccs2)N(S(=O)(=O)c2ccc(C)cc2)C1 (stereo not drawn)
-1.2,19.0,COc1ccc(C(=O)N(c2c(C)cccc2C)C(COC(C)=O)COC(C)=O)cc1
0.1,20.1,COc1ccccc1-c1ccc2c(c1)C(C)(Cc1cc(Cl)ccc1C(F)(F)F)C(=O)N2 (stereo not drawn)
2.8,18.1,CC1(Oc2ccccc2)CCN(Cc2csc3ccccc23)C1 (stereo not drawn)
2.7,29.2,CCCCN(C(=O)c1ccccc1Br)C(c1ccc(OC)cc1)c1nc2ccccc2[nH]1 (stereo not drawn)
4.2,10.0,CN(C)CCN1CCN(C2CN(Cc3ccc(F)cc3)S(=O)(=O)C2)CC1 (stereo not drawn)
-1.0,10.7,CCNC(=O)C1(C)CCCN1C(=O)c1ccc(-c2ccccc2)cc1 (stereo not drawn)
1.1,13.8,O=S(=O)(N[C@@H]1CC[C@H](CCNS(=O)(=O)c2ccccc2Cl)O[C@@H]1CO)c1ccccc1
0.7,22.1,CC1(C(=O)NCCCN2CCCC2=O)CCN1CCc1ccccc1 (stereo not drawn)
-3.6,i,CN(C)c1ccc(-c2ccnc3c2CC(C)(C(=O)NCc2ccco2)O3)cc1 (stereo not drawn)
0.8,1.1,COc1ccc(OC)c(NC(=O)C2(C)CCN2C(C)C)c1 (stereo not drawn)

# This is a subset. The share of hits here may be higher or lower than overall.
